GRK2 aptamer HTS: blocks RNA aptamer binding to human GRK2; bead flow cytometry, FAM-aptamer displacement from GRK2; 0.59% of 330,000 active; AID 488847; inhibition of aptamer binding, % at 10 µM; P25098;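 active means inhibition of aptamer binding above 40%, roughly 3 SD of noise, on plates passing a quality check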;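 further: median bead fluorescence of bound FAM aptamer so fluorescent compounds give negative values; no value below 0 was filed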
Target sequence (P25098 whole entry, looked up): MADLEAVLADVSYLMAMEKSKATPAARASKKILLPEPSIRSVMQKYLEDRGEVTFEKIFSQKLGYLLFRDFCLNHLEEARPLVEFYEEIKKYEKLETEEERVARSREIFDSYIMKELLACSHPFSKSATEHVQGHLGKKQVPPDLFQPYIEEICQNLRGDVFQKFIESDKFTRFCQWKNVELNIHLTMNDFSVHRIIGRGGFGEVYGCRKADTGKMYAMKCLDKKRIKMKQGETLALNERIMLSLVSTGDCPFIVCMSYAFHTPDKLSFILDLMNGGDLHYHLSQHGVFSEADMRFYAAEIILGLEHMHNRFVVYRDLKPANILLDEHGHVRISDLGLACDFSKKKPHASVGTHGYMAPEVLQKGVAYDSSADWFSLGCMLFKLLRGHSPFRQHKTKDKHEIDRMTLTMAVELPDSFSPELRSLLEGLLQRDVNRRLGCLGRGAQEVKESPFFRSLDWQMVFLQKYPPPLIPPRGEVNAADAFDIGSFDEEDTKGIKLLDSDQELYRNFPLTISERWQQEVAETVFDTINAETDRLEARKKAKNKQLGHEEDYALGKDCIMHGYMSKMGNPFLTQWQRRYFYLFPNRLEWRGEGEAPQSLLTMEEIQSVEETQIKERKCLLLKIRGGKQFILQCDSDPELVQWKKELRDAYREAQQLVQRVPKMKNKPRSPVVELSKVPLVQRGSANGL
VLA-4 inh: inhibition in a human VLA-4 binding assay. P13612. VLA-4 expressing cells, ligand binding flow cytometry. inhibition, % (about 7 µM as worked out from the volumes in the protocol). 0.2% of 330,000 active; in the data active means inhibition above about 50%
LAP4 TOR yeast: modulators of TOR pathway LAP4-GFP in S. cerevisiae. S. cerevisiae LAP4-GFP multiplex, flow cytometry GFP, 3 h; median GFP as percent of DMSO wells. GFP response vs DMSO, % at 10 µM. 0.34% of 320,000 active. AID 2023;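 active means GFP response vs DMSO above a set limit, about the screen mean plus 3 SD, cut at about 150% in these data; inconclusive means under 70 cell events counted for the yeast strain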
RPL19A-GFP yeast: alters RPL19A-GFP fluorescence in TOR pathway yeast screen. S. cerevisiae RPL19A-GFP strain, flow cytometry, 3 h; active compounds read low. percent response vs DMSO, % at 10 µM. 0.3% of 330,000 active;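 active means percent response vs DMSO below 50%; inconclusive means fewer than 70 events counted for the yeast strain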;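 further: median channel GFP fluorescence of the barcoded RPL19A-GFP strain; ratio of sample median GFP to plate DMSO average so 100% = DMSO; lower means less RPL19A-GFP as with rapamycin TOR inhibition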
CIT2 TOR yeast: modulators of TOR pathway CIT2-GFP in S. cerevisiae; S. cerevisiae CIT2-GFP strain, flow cytometry, 3 h; 100 means same as DMSO wells; GFP response vs DMSO, % at 10 µM; 0.065% of 320,000 active; AID 2029;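 active means GFP response relative to DMSO above a set limit, near the screen mean plus 3 SD, cut at about 150% in these data; inconclusive means Fewer than 70 cells measured for a yeast strain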;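 further: ratio of well median GFP fluorescence to mean of DMSO wells on the plate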
MEP2 TOR yeast: alters MEP2-GFP fluorescence in TOR pathway yeast screen; 0.51% of 330,000 active; AID 2016; GFP response vs DMSO, % at 10 µM; S. cerevisiae MEP2-GFP strain, flow cytometry GFP, 3 h; 100% = DMSO control level;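 active means GFP response versus DMSO above a set limit, roughly screen mean plus 3 SD, cut at about 180% in these data; inconclusive means fewer than 70 cells counted for a yeast strain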;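 further: median GFP fluorescence of the barcode-gated MEP2-GFP cells per well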
GASC-1 inh: inhibitors of human GASC-1 (JMJD2C) demethylase. GST-JMJD2C(1-420) H3K9me3 demethylation, DELFIA europium. 0.069% of 330,000 active. inhibition, % at 2.35 µM. AID 2099. Q9H3R0;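 active means more than half of a compound's replicate wells show inhibition beyond 50%, single wells judged on their own value; inconclusive means some, but no more than half, of replicates pass 50% inhibition; inactive means no replicate passes 50% inhibition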;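 further: signal counts dimethyl H3K9 product captured on neutravidin plate; 0% = median of DMSO wells and 100% = 0.3 times that DMSO median; strong numbers were not always called active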
Target sequence (Q9H3R0 1-420 limits assumed): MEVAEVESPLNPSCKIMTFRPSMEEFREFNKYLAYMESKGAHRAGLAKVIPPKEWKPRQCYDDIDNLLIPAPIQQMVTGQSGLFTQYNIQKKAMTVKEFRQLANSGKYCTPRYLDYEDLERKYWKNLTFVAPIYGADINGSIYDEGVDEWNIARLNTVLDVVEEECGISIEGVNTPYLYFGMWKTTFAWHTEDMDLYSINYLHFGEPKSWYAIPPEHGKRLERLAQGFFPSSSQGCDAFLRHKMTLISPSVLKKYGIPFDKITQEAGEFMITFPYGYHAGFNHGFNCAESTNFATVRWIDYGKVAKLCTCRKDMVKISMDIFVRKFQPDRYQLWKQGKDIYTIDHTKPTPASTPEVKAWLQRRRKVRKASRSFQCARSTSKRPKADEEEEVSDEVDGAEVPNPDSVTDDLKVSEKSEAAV
AGP1 TOR yeast: modulators of TOR pathway AGP1-GFP in S. cerevisiae; 0.02% of 320,000 active; S. cerevisiae AGP1-GFP multiplex flow cytometry, 3 h; GFP as percent of DMSO wells; AID 2066; GFP response vs DMSO, % at 10 µM;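 active means GFP response relative to DMSO above a set limit, near screen average plus 3 SD, cut at about 150% in these data; inconclusive means fewer than 70 cells counted for the yeast strain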;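 further: median GFP channel fluorescence of the gated AGP1 strain per well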
Active calls of the source: *; ? = inconclusive.

SMILES	GRK2 aptamer HTS	VLA-4 inh	LAP4 TOR yeast	RPL19A-GFP yeast	CIT2 TOR yeast	MEP2 TOR yeast	GASC-1 inh	AGP1 TOR yeast
CC(Nc1nc(N2CCCCC2)nc2ccccc12)c1ccccc1 (stereo unspecified)	0.0	4.5	87.3	100.7	106.9	95.8	-7.9	97.2
COc1cccc(N(CC(=O)NCCSc2ccccc2)S(C)(=O)=O)c1	5.0	1.4	99.5	102.5	99.5	101.1	?	101.2
COc1cc(C2NC(=O)NC(C)=C2C(=O)OCc2ccc(C)cc2)cc(OC)c1O (stereo unspecified)	1.0	0.2	86.2	102.0	92.6	103.9	-4.3	98.5
C/C(=N/NC(=O)CNS(=O)(=O)c1ccc(C)cc1)c1cccc([N+](=O)[O-])c1	0.0	6.0	98.5	98.2	100.6	105.4	14.4	99.7
CCCOc1ccc(S(=O)(=O)N2C(=O)CC(=O)N(Cc3ccc(OCC)cc3)C2=O)cc1	2.0	6.4	104.0	101.0	100.3	102.3	7.5	103.9
Cc1ccc(NC(=O)CCC(=O)n2nc(C)cc2C)c(C)c1	0.0	-3.9	101.1	101.3	98.1	103.8	-3.8	97.9
O=C(Nc1ccccc1)/C(=C/c1ccc([N+](=O)[O-])cc1)NC(=O)c1ccco1	0.0	-5.6	93.1	104.1	115.7	96.6	-0.6	107.4
O=C(Nc1cccc(Cl)c1)c1cc(N=Nc2ccc([N+](=O)[O-])cc2Cl)ccc1O	46.0*	-24.0	98.8	107.2	101.3	114.2	-9.5	100.6
CCn1c(SCC(=O)Nc2cc(C)on2)nc2c(c1=O)SC(C)C2 (stereo unspecified)	1.0	18.8	82.9	103.0	63.8	89.3	-3.4	71.5
COCCn1c(=O)[nH]c2cc(C(=O)Nc3cc(OC)c(OC)c(OC)c3)ccc2c1=O	2.0	-9.3	92.3	103.0	101.5	107.2	2.6	103.8
CN(C)S(=O)(=O)N1CCCC(C(=O)c2ccc(C(F)(F)F)cc2)C1 (stereo unspecified)	0.0	5.9	80.9	91.1	76.2	79.5	-6.1	82.6
COC1=CC(=Cc2c(N)n3nc(CC(=O)N4CCCCC4)sc3nc2=O)C=C(OC)C1=O	3.0	-32.5	83.7	102.1	109.6	112.9	8.0	96.6
Cc1nc(N2CCN(C(=O)CCC(=O)O)CC2)c2c(C)c(C)sc2n1	0.0	25.1	92.8	100.4	104.5	105.2	11.9	106.0
COc1ccccc1N=c1c2c([N+](=O)[O-])cc([N+](=O)[O-])cc2n(O)n1-c1ccccc1OC	0.0	-2.3	95.1	93.4	100.1	105.7	0.5	98.7
COc1ccc(C(=O)NCCc2ccccc2)cc1OC	1.0	-61.5	103.2	104.5	100.0	108.4	-10.1	100.7
CCCCNC(=O)COC(=O)c1cc(C)nc2ccccc12	0.0	-7.9	100.5	104.0	111.4	110.5	4.4	103.2
CCN(C[C@H]1N[C@@](C)(C(=O)OC)[C@H]2C(=O)N(Cc3ccccc3)C(=O)[C@@H]12)S(=O)(=O)c1ccc(C(C)(C)C)cc1	2.0	20.6	93.6	88.3	90.6	82.2	18.0	86.1
Cc1ccc(-n2nnc3c(=O)n(CC(=O)NCc4ccco4)cnc32)cc1	0.0	-17.0	101.4	93.1	98.8	98.9	-16.3	101.3
COc1cc(/C=C/C(=O)Nc2ccc3nc4n(c(=O)c3c2)CCCC4)cc(OC)c1OC	92.0*	-8.6	103.6	100.0	98.8	110.3	-11.2	97.4
CC(=O)N1N=C(c2cccc([N+](=O)[O-])c2)OC1c1ccc(Br)cc1 (stereo unspecified)	7.0	3.4	98.1	95.2	87.5	93.7	-1.2	98.2
CCOC(=O)CN1C(=O)N[C@@H](c2ccco2)C(C(=O)OC)=C1C	0.0	0.1	139.6	98.7	115.8	95.5	-15.7	92.0
Cn1c2ccccc2c2cnn(CC(=O)Nc3ccccc3Br)c(=O)c21	1.0	1.0	108.2	99.5	93.8	94.8	11.4	98.5
COc1ccc(CN=Cc2[nH]c3ccc(Br)c(Cl)c3c2O)cc1	4.0	-200.4	128.8	104.2	107.8	122.1	-6.0	99.4
Cc1cccc(C)c1NC(=O)COC(=O)c1c2c(nc3ccccc13)/C(=C\c1ccc3c(c1)OCO3)CCC2	0.0	22.5	100.9	88.9	92.7	101.3	-3.5	94.2

Nothing new here: 2 of the compounds above.
SMILES	GRK2 aptamer HTS	VLA-4 inh	LAP4 TOR yeast	RPL19A-GFP yeast	CIT2 TOR yeast	MEP2 TOR yeast	GASC-1 inh	AGP1 TOR yeast
COc1ccc(C(=O)NCCc2ccccc2)cc1OC	1.0	-61.5	103.2	104.5	100.0	108.4	-10.1	100.7
CCCCNC(=O)COC(=O)c1cc(C)nc2ccccc12	0.0	-7.9	100.5	104.0	111.4	110.5	4.4	103.2

The results go on:
SMILES	GRK2 aptamer HTS	VLA-4 inh	LAP4 TOR yeast	RPL19A-GFP yeast	CIT2 TOR yeast	MEP2 TOR yeast	GASC-1 inh	AGP1 TOR yeast
Cc1ccc(CN2CCN(/N=C/c3ccccc3)CC2)cc1	0.0	-8.9	105.2	94.5	94.8	88.2	-21.6	100.9
CCCCn1c(N)c(N(CCOC)C(=O)c2nn(CC)c(=O)c3ccccc23)c(=O)[nH]c1=O	0.0	-4.4	98.3	99.4	95.6	102.7	18.8	100.1
O=C(NCc1ccccc1)C(c1ccccc1)N(C(=O)c1csnn1)c1ccccc1 (stereo unspecified)	0.0	-1.9	97.9	100.4	96.6	100.9	0.5	99.7
Cc1c(C(=O)OCc2ccccc2)nnn1-c1nonc1N	0.0	12.7	108.4	107.7	94.9	107.3	6.7	105.5
COc1cccc(CN2C(=O)C(C)N(C(=O)c3ccccc3)c3ccccc32)c1 (stereo unspecified)	3.0	-4.2	89.5	98.9	97.0	97.1	-2.0	98.3
O=C(CN(Cc1ccccc1)C(=O)CNS(=O)(=O)c1ccccc1)NCc1ccco1	0.0	-2.7	85.0	89.2	98.8	94.9	3.8	88.6
O=C(Cc1cccs1)N(Cc1cccs1)C1(C(=O)NC2CCCCC2)CCCCC1	0.0	-0.5	101.3	100.7	96.4	100.5	-7.7	100.4
COc1ccc(NC(=O)C(CC(C)C)NC(=O)c2ccccc2C)cn1 (stereo unspecified)	0.0	-9.5	97.2	97.9	93.8	95.6	-2.1	109.5
Cc1ccc(SCc2cc(=O)[nH]c(/N=C(\N)Nc3ccccc3Sc3ccccc3)n2)cc1	0.0	9.3	98.9	108.5	99.7	106.6	-5.3	106.9
OCCCn1c(C2CCCN2c2nc(-c3ccc(F)cc3)cs2)nc2cc(C(F)(F)F)ccc21 (stereo unspecified)	0.0	-12.7	107.4	98.6	98.4	93.7	-12.9	90.6
O=C(O)c1nn(CC(=O)N2CCN(c3ncc(C(F)(F)F)cc3Cl)CC2)c(=O)c2ccccc12	1.0	4.4	94.0	99.6	100.7	97.0	11.0	103.9
O=C(O)c1ccc(Cl)c(S(=O)(=O)N2CCCCCC2)c1	0.0	15.6	91.3	98.5	102.3	105.2	4.9	103.5
CC1=C(C(=O)N2CCCC(N3CCN(c4ccccc4F)CC3)C2)OCCO1 (stereo unspecified)	5.0	-6.7	97.3	95.9	99.0	94.8	2.7	100.3
CC(C)(C)OC(=O)NCCCCC1=CC2=CC(=O)C(C)(OC(=O)c3cnc4ccccc4n3)C(=O)C2=CO1 (stereo unspecified)	0.0	15.4	93.0	92.8	92.4	95.7	1.0	96.3
CCc1ccc(C2CC(c3ccccc3)Nc3nc(N)nn32)cc1 (stereo unspecified)	0.0	-8.6	102.7	99.7	102.4	115.5	4.2	103.4
CCOc1ccc(-c2csc3ncn(-c4ccc(OC)cc4)c(=O)c23)cc1	0.0	-31.1	123.3	101.2	113.8	128.6	8.8	100.4
CN(C)c1ccc(NC(=O)c2ccc3nsnc3c2)cc1	5.0	3.5	118.0	106.5	96.5	107.7	-2.6	96.9
COc1c(Cl)cccc1-c1cn2ccccc2n1	3.0	-1.8	109.2	98.0	93.6	93.2	-12.6	99.2
Cc1csc(NC(=O)COc2ccc3c(C)cc(=O)oc3c2)n1	0.0	7.0	98.2	104.4	99.5	103.2	18.9	100.6
O=C(COC(=O)c1cccc(OC(F)F)c1)Nc1cccc(S(=O)(=O)N2CCCC2)c1	0.0	-3.9	95.1	96.0	100.4	94.2	1.1	98.5
CCOc1ccccc1CNC(=O)Cn1ccc2cc(S(=O)(=O)N3CCCCCC3)ccc21	0.0	3.0	96.8	102.1	104.4	115.2	6.3	99.7
O=S1(=O)N=C(N/N=C/c2ccco2)c2ccccc21	2.0	7.5	91.2	98.9	99.5	91.8	-7.1	99.5
COC(=O)C1=CN(Cc2ccc(F)cc2)C=C(C(=O)OC)C1c1cc(OC)c(OC)c(OC)c1	0.0	-2.9	93.8	103.0	101.7	100.9	-1.0	103.4
O=C(O)c1ccc(N2CCCCS2(=O)=O)cc1	7.0	-0.3	98.4	95.0	86.3	105.5	13.6	93.5
CCn1c(SCC(=O)Nc2ccc3c(c2)OCCO3)nnc1-c1ccccn1	0.0	-1.7	105.1	97.4	100.7	101.4	-23.4	100.5
CCOP(=O)(OCC)C(Nc1cccc(C(F)(F)F)c1)c1ccc(C)cc1 (stereo unspecified)	5.0	-3.0	93.8	102.4	100.1	106.1	3.1	99.2
CCOc1ccc(OCCNC(=O)c2ccc3c(c2)nnn3CC)cc1	2.0	0.3	118.3	107.5	102.8	111.6	0.4	107.3
COc1ccc(-c2cc(C(=O)N3CCN(c4ccccc4O)CC3)c3ccccc3n2)cc1OC	0.0	-1.3	96.8	100.2	98.2	102.9	-1.7	96.2
COc1ccc(C)cc1NC(=O)CSc1nnc(-c2ccc(OC)c(OC)c2)n1N	1.0	7.7	104.2	105.9	107.0	106.6	-23.7	109.9
Cc1ccc(Cn2c(=O)c3c(nc4n3CCN4Cc3ccco3)n(C)c2=O)cc1	0.0	-58.1	98.3	98.8	84.3	99.3	-7.8	101.4
Cc1cc(C)cc(C(=O)NC(CC(N)=O)c2ccc(NCC3CC3)c([N+](=O)[O-])c2)c1 (stereo unspecified)	0.0	-10.0	125.7	99.3	108.5	96.7	2.0	94.0
COc1ccc(NC(=O)Cn2nnc(C(=O)Nc3ccccc3C)c2N)cc1	1.0	4.5	97.6	107.2	104.3	105.2	-0.6	102.3
CN(CC(=O)Nc1c(Cl)cccc1Cl)C(=O)c1ccc(-n2cncn2)c([N+](=O)[O-])c1	1.0	-2.0	104.8	104.8	109.2	102.7	0.0	107.8
COc1ccc(OC)c(C(=O)NC(CC(N)=O)c2ccc(N3CCC(Cc4ccccc4)CC3)c([N+](=O)[O-])c2)c1 (stereo unspecified)	0.0	25.5	105.1	102.2	97.3	110.7	1.6	104.0
COc1ccc(NC(=O)CSc2nnc(-c3cccs3)n2-c2ccccc2)cc1	0.0	-4.9	98.5	94.0	111.5	102.4	-1.0	102.4
CCOc1ccc(S(=O)(=O)N2CCOCC2)cc1NC(=O)CSCc1c(C)noc1C	1.0	-2.2	107.6	103.4	108.2	98.6	1.9	113.6
COc1cc(N)c(Cl)cc1C(=O)OCC(=O)NCC1CCCO1 (stereo unspecified)	0.0	17.7	97.6	97.5	96.8	98.8	0.7	101.1
Cc1cc(C)n(CC(O)Cn2cnc3c2c(=O)n(C)c(=O)n3C)n1 (stereo unspecified)	0.0	9.7	108.6	108.8	99.8	95.3	11.5	110.7
CCc1ccc(C(=O)CSc2nc(C)cc(=O)[nH]2)cc1	2.0	0.8	103.5	100.3	100.2	109.1	-14.0	94.3
COc1ccc(C2CC(=O)c3cnc(NC(=O)c4ccccc4)nc3C2)cc1OC (stereo unspecified)	0.0	9.4	103.2	92.5	92.4	94.5	16.5	96.4
